IDH1 R132H inh = qHTS for Inhibitors of mutant isocitrate dehydrogenase 1 (IDH1): qHTS; Isocitrate dehydrogenase [NADP] cytoplasmic (Homo sapiens), O75874; Potency, µM (series often up to 76.6 µM), without a hit: at the highest dose activity change, negative = inhibition, most hits filed as inhibitors; 390,000 tested, 0.093% active; IDH1-R132H enzyme, NADPH consumption, diaphorase/resazurin fluorescence; also: % is scaled to controls: 0 for no effect and ±100 for the full control effect; nearly all actives have a fitted effect of over 65% in size
Target sequence (O75874 whole entry R132H, stated change not applied): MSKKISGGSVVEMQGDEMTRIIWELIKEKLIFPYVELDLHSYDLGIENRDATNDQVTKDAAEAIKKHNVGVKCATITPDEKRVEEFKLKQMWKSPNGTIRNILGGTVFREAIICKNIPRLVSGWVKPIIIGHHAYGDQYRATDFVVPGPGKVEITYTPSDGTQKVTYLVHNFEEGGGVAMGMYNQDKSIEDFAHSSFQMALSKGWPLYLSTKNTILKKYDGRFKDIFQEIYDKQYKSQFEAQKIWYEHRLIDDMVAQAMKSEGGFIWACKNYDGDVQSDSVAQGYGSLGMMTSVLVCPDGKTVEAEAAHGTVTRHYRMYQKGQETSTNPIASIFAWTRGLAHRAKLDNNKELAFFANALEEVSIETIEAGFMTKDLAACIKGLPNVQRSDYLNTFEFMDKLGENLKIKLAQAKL
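IDH1-R132H (0.5 ug/mL) preincubated 30 min with compound, then NADPH (0.016 mM) and alpha-KG (2 mM) added; 80 min at RT, pH 7.5. Remaining NADPH coupled via diaphorase/resazurin to fluorescence (540/590 nm); concentration-response curves normalized to no-enzyme control.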
RGS4 inh = Inhibitors of Regulator of G Protein Signaling (RGS) 4: qHTS | Regulator of G-protein signaling 4 (Homo sapiens), P49798 | 390,000 tested, 0.039% active | Transcreener GDP fluorescence polarization, RGS4-accelerated GTP hydrolysis | Potency, µM (top dose mostly 114 µM), for the others: at the highest dose activity change, negative = inhibition, most hits filed as inhibitors; also: % is scaled to controls: 0 for no effect and ±100 for the full control effect; nearly all actives have a fitted effect of over 75% in size; some results filed as inactive show a strong effect at the top dose
Target sequence (P49798 whole entry, looked up): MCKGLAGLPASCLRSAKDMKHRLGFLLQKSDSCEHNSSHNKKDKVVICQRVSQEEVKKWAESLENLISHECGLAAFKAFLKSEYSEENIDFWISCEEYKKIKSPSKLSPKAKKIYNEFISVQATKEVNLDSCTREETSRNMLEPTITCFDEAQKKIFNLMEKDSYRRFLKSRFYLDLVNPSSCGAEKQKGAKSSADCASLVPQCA
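MLSMR compounds (23 nl, pin-transferred) preincubated 10 min at room temperature with a 500nM (2x) first reagent, then RGS4 at 900nM (2x) plus Transcreener GDP mix added; fluorescence polarization (620/688 nm) read before and after 90 min at 30 °C.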
ALOX12 inh = Primary qHTS assay for inhibitors of human arachidonate 12S-lipoxygenase (ALOX12): Round 2; Polyunsaturated fatty acid lipoxygenase ALOX12 (Homo sapiens), P18054; purified 12hLO, xylenol orange hydroperoxide absorbance; Potency, µM (doses to about 108 µM), for the others: at the top dose activity change, negative = inhibition, actives largely listed as inhibitors; 580,000 tested, 1.1% active; AID 1671190, 2021; also: % is scaled to controls: 0 for no effect and ±100 for the full control effect
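Purified human 12hLO at 150 nM in 25 mM Hepes, 0.01% Triton X-100, pH 7.0, preincubated 15 min at room temperature with compound. Reaction started with 40 uM arachidonic acid, 30 min at room temperature. Hydroperoxide measured by Fe-xylenol orange, 573/405 nm absorbance ratio.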
TrxR1 substrate = qHTS Assay for Substrates of Mammalian Selenoprotein Thioredoxin Reductase 1 (TrxR1): qHTS. Thioredoxin reductase 1, cytoplasmic (Rattus norvegicus), O89049. purified TrxR1 substrate turnover, NADPH consumption readout. Potency, µM (series often up to 114 µM), without a hit: at the top dose activity change, negative = substrate turnover. 390,000 tested, 0.01% active. AID 588456, 2011; also: % is scaled to controls: 0 for no effect and ±100 for the full control effect; nearly all actives have a fitted effect of over 50% in size
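Rat TrxR1, dispensed at 90 nM, was prereduced with 400 uM NADPH (final) for 5 min at ~22 deg C, then incubated with compound 15 min before 400 uM selenite. A first-read NADPH fluorescence drop versus no-compound background flagged substrates.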
Vif-A3G inh = qHTS for Inhibitors of Vif-A3G Interactions: qHTS; DNA dC->dU-editing enzyme APOBEC-3G (Homo sapiens), Q9HC16; HeLa A3G-eYFP + Vif (tagged APOBEC3G with the HIV-1 protein that degrades it), YFP fluorescence, overnight; Potency, µM (series often up to 46.1 µM), for inactives: at the highest dose activity, negative = active, usual class: inhibitors; 410,000 tested, 0.076% active; AID 602310, 2012;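 also: % is scaled to controls: 0 for no effect and ±100 for the full control effect; nearly all actives have a fitted effect of over 60% in size; hits raise eYFP signal because A3G escapes Vif-driven loss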
Target sequence (Q9HC16 whole entry, looked up): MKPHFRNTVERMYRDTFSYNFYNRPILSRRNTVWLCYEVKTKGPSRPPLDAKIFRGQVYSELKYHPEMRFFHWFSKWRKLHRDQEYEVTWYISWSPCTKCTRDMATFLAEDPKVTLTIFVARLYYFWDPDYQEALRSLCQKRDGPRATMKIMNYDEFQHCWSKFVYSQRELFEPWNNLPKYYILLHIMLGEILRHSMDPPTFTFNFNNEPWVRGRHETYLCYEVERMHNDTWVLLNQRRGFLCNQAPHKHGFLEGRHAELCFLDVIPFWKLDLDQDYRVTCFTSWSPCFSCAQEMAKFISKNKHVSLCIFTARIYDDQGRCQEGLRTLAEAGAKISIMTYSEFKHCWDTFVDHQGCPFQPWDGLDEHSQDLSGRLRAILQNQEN
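Read-out is eYFP fluorescence (Ex 488/Em 500-530) from Vif-expressing HeLa A3G-eYFP cells; more signal means A3G escaped Vif-mediated degradation. Cells plated overnight, compound pinned in, incubated overnight at 37 deg C.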
Vif-APOBEC3F blk = qHTS for Inhibitors of Vif-A3F Interactions: qHTS. Potency, µM (titrated, usually from 46.1 µM), for the others: top-dose activity, negative = active. HeLa A3F-eYFP + Vif (tagged APOBEC3F with the HIV-1 protein that degrades it), YFP fluorescence increase. 390,000 tested, 0.2% active; also: % of control where 0% means no effect; nearly all actives have a fitted effect of over 65% in size
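Fluorescence increase (Ex 488/Em 500-530) after overnight compound treatment at 37 deg C flags inhibition of Vif-driven A3F-eYFP loss in stable HeLa A3F-eYFP/Vif cells seeded overnight beforehand.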
RXFP1 ag = qHTS Assay for Agonists of the Relaxin Receptor RXFP1; Relaxin receptor 1 (Homo sapiens), Q9HBX9; HEK293T-RXFP1 cAMP TR-FRET, 30 min; response scale: percent of porcine relaxin response, buffer zero; Potency, µM (series often up to 57.5 µM), inactives show at the top dose activation, hits mostly activators; 370,000 tested, 0.3% active; also: % is scaled to controls: 0 for no effect and ±100 for the full control effect; nearly all actives have a fitted effect of over 60% in size; many of its hits are not listed in these tables
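cAMP rise read by TR-FRET after 30 min, 37C compound exposure (up to 58 uM) in RXFP1-transfected HEK293 cells with Ro 20174 present. EC50 from Hill-equation fits, with 29 nM porcine relaxin as 100% and buffer as basal.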
TrxR1 inh = qHTS Assay for Inhibitors of Mammalian Selenoprotein Thioredoxin Reductase 1 (TrxR1): qHTS | Thioredoxin reductase 1, cytoplasmic (Rattus norvegicus), O89049 | recombinant rTrxR1, NADPH fluorescence consumption, selenite substrate | Potency, µM (doses to about 114 µM), without a hit: at the highest dose activity change, negative = inhibition, most hits filed as inhibitors | 390,000 tested, 1% active; also: % is scaled to controls: 0 for no effect and ±100 for the full control effect; nearly all actives have a fitted effect of over 65% in size
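Rat TrxR1 (90 nM in the dispensed reagent) was pre-reduced with 400 uM NADPH for 5 min at room temperature, then incubated with compound for 15 min. After 400 uM selenite was added, NADPH fluorescence (Ex 340/Em 450 nm) was followed for 8 min.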
USP1 inh = Inhibitors of USP1/UAF1: Primary Screen; Potency, µM (series often up to 57.1 µM), for the others: at the top dose activity change, negative = inhibition, hits mostly inhibitors; AID 743255, 2014; recombinant USP1/UAF1, Ub-Rhodamine cleavage fluorescence; Ubiquitin carboxyl-terminal hydrolase 1 (Homo sapiens), O94782; 390,000 tested, 0.23% active; also: % is scaled to controls: 0 for no effect and ±100 for the full control effect; nearly all actives have a fitted effect of over 60% in size; inactives centre near -12
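USP1/UAF1 complex (1 nM) preincubated 15 min at room temperature with compound, then Ub-Rho substrate (150 nM final) added. Kinetic fluorescence at 480/540 nm over 6 reads at 60 s intervals; 50 mM HEPES pH 7.8, 0.5 mM EDTA, 0.1 mg/ml BSA, 1 mM TCEP, 0.01% Tween-20.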
* = called active by the depositor; ? = inconclusive; . = no result given; [ ] = remark or other dose. Calls follow the shape of the dose curve; as a rule, active = well fitted curve in the direction sought with a large enough effect; inconclusive = small, poorly fitted or top-dose-only effect, or another doubt; inactive = no such curve, though single readings can be large; an effect the other way counts as inactive or inconclusive. Potency is read from the fitted curve at half-maximal effect.

The line under a structure holds: IDH1 R132H inh, RGS4 inh, ALOX12 inh, TrxR1 substrate, Vif-A3G inh, Vif-APOBEC3F blk, RXFP1 ag, TrxR1 inh, USP1 inh
CC(C(=O)NC(C)(C)C)N1C(=O)c2cccc3cccc(c23)C1=O (stereo not given)
    -3.9%, 2.0%, -37.0%, 40.9%, -0.5%, -9.2%, 3.3%, 8.6%, -6.7%
CCOCC(=O)Nc1cccc(OC)c1
    7.5%, 18.2%, 26.9%, 10.9%[57.1 µM], 2.6%, -2.3%, 0.1%, 9.3%[57.1 µM], -3.7%
Cc1cccc(CCN(CC(=O)NCc2ccc(F)cc2)C(=O)c2csnn2)c1
    5.9%, -7.0%, -25.1%, 3.4%[57.1 µM], 0.5%, -1.8%, 0.8%, 12.0%[57.1 µM], -4.5%
O=C(NC1CCN(Cc2ccccc2)CC1)c1c(F)cccc1F
    5.3%, -23.7%, 14.9%, -0.1%, 1.4%, 3.1%, 0.4%, 11.8%, -1.8%
O=C(CN(Cc1ccco1)C(=O)Cn1nnc(-c2cccs2)n1)NCC1CCCO1 (stereo not given)
    5.3%, -0.4%, -9.6%, -0.4%, 3.8%, -13.0%, 1.5%, 11.9%, -12.8%
CC1=C(C(=O)N(C)C)CC(CC(=O)NCCN2CCOCC2)C(=O)N1Cc1ccc(F)cc1 (stereo not given)
    -7.7%, ., ?, ., -0.2%, -10.0%, ., ., -11.5%
C[C@@H]1CN([C@H](C)CO)C(=O)CCCn2nncc2CO[C@H]1CN(C)C(=O)Nc1cccc(Oc2ccccn2)c1
    10.5%, ., 4.0%, ., 1.3%, 0.2%, ., ., 10.4%
CC(Oc1ccc2c3c(c(=O)oc2c1)CCCC3)C(=O)NCc1ccccn1 (stereo not given)
    -3.8%, 35.0%, 19.0%, 91.6%[activator], 1.1%, -9.0%, 1.9%, -12.1%, -8.0%
Cc1ccc(C(=O)CCC(=O)Nc2cc(C)ccn2)cc1
    -0.9%, 3.5%, 344.5%[activator], -8.5%, -2.6%, -22.0%, 0.7%, 1.6%, -21.2%
N#Cc1ccsc1NC(=O)CSc1ncn[nH]1
    4.1%, 12.2%, 7.1%, -2.3%, 0.8%, 0.7%, 0.3%, 13.4%, -12.5%
CC1C(=O)N2CCCc3cc(NC(=O)CC(C)(C)C)cc1c32 (stereo not given)
    5.7%, -23.8%, -1.6%, 4.6%, -0.8%, -16.9%, -0.1%, 5.6%, -7.0%
CN(C)c1cc(=O)n2c(n1)SCCC2
    4.2%, -11.1%, -19.8%, 9.7%[57.1 µM], 0.6%, 5.1%, -0.4%, 34.2%[57.1 µM], -16.3%
CC(=O)N1CCN=C1SCc1cccc(C)c1
    15.0%, 14.3%, 38.4%, -3.2%, 1.8%, -0.9%, -0.2%, 29.7%, -6.7%
Oc1ccc(Cl)cc1C1C=C(c2ccc3c(c2)OCO3)NC(c2c(F)cccc2Cl)N1 (stereo not given)
    ., -3.0%, ., 3.9%[0.457 µM], -21.9%, ., ., -25.0%, .
Cc1ccccc1Cn1c(SCc2ccc(C(=O)NCc3cccs3)cc2)nc2ccncc21
    12.1%, 6.4%, -10.9%, 6.3%, 0.4%, -7.5%, 0.3%, 30.5%, -14.1%
O=C(NCN1C(=O)C2C3C=CC(C3)C2C1=O)Nc1nncs1 (stereo not given)
    -0.2%, 13.1%, 247.4%[activator], 4.1%, -7.3%, -4.2%, 0.2%, 14.5%, -5.3%
COc1cc(OC)cc(C(=O)NCC(=O)NCCN2C(=O)S/C(=C\c3ccccc3Cl)C2=O)c1
    18.1%, -23.3%, 2.6%, -6.6%, -0.8%, -1.0%, -0.7%, 0.6%, -22.5%
O=C(NCc1ccccc1)c1ccccc1C(=O)c1ncc[nH]1
    8.4%, 16.4%, -0.3%, 8.3%[57.1 µM], -0.2%, 2.4%, 0.3%, 19.5%[57.1 µM], -11.6%
COc1ccc(/C=C2/C(=O)C(C)(C(C)C)CCC2C)cc1 (stereo not given)
    -8.2%, -14.1%[56.9 µM], 0.6%, 1.9%, -16.3%, -14.6%, 0.0%, 10.3%, -23.7%
O=C(C[C@H]1C[C@H](C(=O)N2CCOCC2)[C@@]2(CCC3CCCC3)c3[nH]c4cc(-c5ccco5)ccc4c3CCN2C1=O)NCc1ccco1
    -0.5%[38.3 µM], -48.6%, ?, 13.7%, -3.7%, 3.4%, ., -11.1%, -28.3%
Cn1ccnc1CC(O)(c1ccccc1)c1ccccc1
    11.3%, -5.5%, 9.8%, -3.7%, -0.7%, 4.0%, 0.9%, 16.2%, -12.4%
O=C(Cc1ccccc1)N1CCCC1c1ccccc1 (stereo not given)
    -0.6%, 23.8%, -11.0%, -9.5%, 1.6%, -11.2%, -1.5%, -15.8%, -23.0%
S=C(Nc1cccnc1)N1CCc2ccccc21
    -6.0%, 20.8%, -9.6%, -3.6%, -2.4%, 3.8%, 0.4%, -7.3%, -4.0%
COc1ccc(C)cc1NC(=O)CCS(=O)(=O)c1ccc2c(c1)CC(=O)N2C
    -18.4%, 0.8%, -18.7%, 1.9%[57.1 µM], -3.4%, -10.4%, 1.0%, 12.0%[57.1 µM], -17.5%
CCOC(=O)c1ccccc1Nc1cc(C)nc2nc(-c3ccco3)nn12
    ., -11.7%, -24.0%, 8.4%[0.457 µM], -5.5%, ., 5.8%, -10.4%[57.1 µM], ?
O=C(Cn1nnnc1CN1CCOCC1)N1CCC(c2cccc(Cl)c2)C1 (stereo not given)
    -0.1%, -16.2%, -2.4%, -5.5%, -6.4%, -3.6%, -2.4%, -23.1%, -8.0%
O=C(O)CC(c1ccccc1)n1cccc1 (stereo not given)
    0.6%, 8.9%, -24.9%, 11.0%, 0.3%, -2.1%, -0.4%, 13.2%, -13.4%
COc1cc2c(cc1OC)C(c1cc(OC)c(OC)c(OC)c1)NCC2 (stereo not given)
    3.3%, -7.7%, 0.2%, 2.5%[57.1 µM], -0.9%, 4.2%, 0.4%, 19.5%[57.1 µM], -9.7%
COc1ccc(-c2oc(NC(=O)c3ccc(C)cc3)c(C#N)c2-c2ccc(OC)cc2)cc1
    0.1%, -17.6%, -23.3%, -11.8%, 2.9%, 1.3%, 2.7%, -18.0%, -6.6%
CCOc1ccccc1NC(=O)COn1nnc2ccccc21
    2.4%, -10.5%, 0.0%, 8.4%[57.1 µM], -4.3%, -14.9%, -0.6%, 9.0%[57.1 µM], -20.4%
O=C(CCl)NN1C(=O)NC2(CCCCC2)C1=O
    2.4%, -4.9%, -7.3%, 2.8%, 5.1%, -3.0%, -1.4%, 12.4%, -9.2%
Cc1ccc(SCC(=O)N2CCOCC2)cc1
    0.7%, 10.2%, 0.0%, -8.2%, 0.3%, -8.4%, -0.9%, -7.2%, -4.0%
CN(C(=O)c1cccc(NC(=O)Cc2ccc(NC(=O)C3CCN(C(=O)C4CCCCC4)CC3)cc2)c1)C1CCCCC1
    10.2%, -23.5%, 7.7%, -0.3%, -14.6%, 2.4%, ., 5.9%, -26.9%
COC(=O)c1ccc(NC(=O)Nc2nnc(N(C)C3CCCCC3)s2)cc1
    -16.4%, 16.9%, 5.6%, -2.3%, -0.4%, 1.2%, 1.4%, 9.3%, -10.6%
CCN(CC)CCCNC(=O)C(C)n1c2ccccc2c2nc(=O)cc(C)n21 (stereo not given)
    0.0%, 4.7%[56.9 µM], 1.7%, 0.5%, 0.6%, -5.2%, 3.2%, -4.6%, -9.7%
CCN1CCN(c2cc(C)c3cc(NC(=O)c4cccc(OC)c4)ccc3n2)CC1
    2.3%, 4.3%, -23.6%, -0.8%, -2.0%, 0.2%, -0.7%, 1.5%, -6.0%

Arranged by length of the SMILES (lowest first): three of the compounds above.
The line under a structure holds: IDH1 R132H inh, RGS4 inh, ALOX12 inh, TrxR1 substrate, Vif-A3G inh, Vif-APOBEC3F blk, RXFP1 ag, TrxR1 inh, USP1 inh
CCOC(=O)c1ccccc1Nc1cc(C)nc2nc(-c3ccco3)nn12
    ., -11.7%, -24.0%, 8.4%[0.457 µM], -5.5%, ., 5.8%, -10.4%[57.1 µM], ?
COC(=O)c1ccc(NC(=O)Nc2nnc(N(C)C3CCCCC3)s2)cc1
    -16.4%, 16.9%, 5.6%, -2.3%, -0.4%, 1.2%, 1.4%, 9.3%, -10.6%
COc1ccc(C)cc1NC(=O)CCS(=O)(=O)c1ccc2c(c1)CC(=O)N2C
    -18.4%, 0.8%, -18.7%, 1.9%[57.1 µM], -3.4%, -10.4%, 1.0%, 12.0%[57.1 µM], -17.5%

Screens from PubChem BioAssay.

A portion of the library, so the mix of outcomes need not match the whole.
